Screening data deposited in PubChem by several laboratories.
CIT2 TOR yeast: modulators of CIT2-GFP expression in yeast, primary screen, S. cerevisiae, GFP fusion, multiplex flow cytometry, MLPCN library | S. cerevisiae CIT2-GFP strain, 3 h; 100 means same as DMSO wells | GFP response vs DMSO, % at 10 µM | actives 0.065% (n = 320,000) | AID 2029, 2009;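 active = GFP response relative to DMSO above a set limit, near the screen mean plus 3 SD, cut at about 150% in these data; inconclusive = Fewer than 70 cells measured for a yeast strain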;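 also: ratio of well median GFP fluorescence to mean of DMSO wells on the plate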
GLD-1 TGE inh: GLD-1/TGE RNA complex disruptors, primary screen, biochemical, fluorescence polarization. actives 0.44% (n = 320,000). purified GLD-1 + fluorescein TGE RNA. AID 2280, 2010. inhibition, % at 5.96 µM;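 active = percent inhibition above a per-plate cutoff, the plate mean of test compounds plus 3 SD, cut at about 30% in these data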;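 also: 0% = DMSO wells with GLD-1 and probe and 100% = wells lacking GLD-1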
AGP1 TOR yeast: modulators of AGP1-GFP expression in yeast TOR pathway, primary screen, cell-based, multiplex flow cytometry, S. cerevisiae, MLPCN library. actives 0.02% (n = 320,000). 3 h; GFP as percent of DMSO wells. GFP response vs DMSO, % at 10 µM;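 active = GFP response relative to DMSO above a set limit, near screen average plus 3 SD, cut at about 150% in these data; inconclusive = fewer than 70 cells counted for the yeast strain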;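 also: median GFP channel fluorescence of the gated AGP1 strain per well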
MCL1 BIM primary: inhibitors of MCL1 binding to BIM-BH3, primary screen, biochemical, fluorescence polarization; Induced myeloid leukemia cell differentiation protein Mcl-1 (Homo sapiens), Q07820; GST-MCL1 / FITC-Bim-BH3 fluorescence polarization; inhibition, % at 10.9 µM; actives 0.68% (n = 320,000);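 active = inhibition above the mean inhibition of all tested compounds plus 3 SD, set per campaign, cut at about 40% in these data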;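 also: 0% = DMSO wells and 100% = unlabeled Bim-BH3 peptide control; higher means more loss of mP so more displacement of Bim peptide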
Target sequence (Q07820 whole entry, looked up): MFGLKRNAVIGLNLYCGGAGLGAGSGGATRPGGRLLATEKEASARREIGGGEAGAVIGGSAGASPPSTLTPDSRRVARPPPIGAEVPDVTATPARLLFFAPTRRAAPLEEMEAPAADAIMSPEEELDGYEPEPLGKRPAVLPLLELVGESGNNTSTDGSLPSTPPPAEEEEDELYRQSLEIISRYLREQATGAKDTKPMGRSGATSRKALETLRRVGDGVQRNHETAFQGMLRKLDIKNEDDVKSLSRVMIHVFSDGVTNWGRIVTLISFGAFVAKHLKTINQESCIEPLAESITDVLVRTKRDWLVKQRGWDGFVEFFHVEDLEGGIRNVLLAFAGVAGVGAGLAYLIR
BCLXL inh: inhibitors of human Bcl-xL, primary screen, biochemical, fluorescence polarization, HTS; actives 0.7% (n = 320,000); GST-Bcl-xL / FITC-Bim BH3 peptide fluorescence polarization; inhibition, % at 10.9 µM;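 active = inhibition above the mean of all tested compounds plus 3 SD, cutoff set per campaign, cut at about 30% in these data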;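 also: 0% = DMSO wells and 100% = unlabeled Bim-BH3 peptide competitor; inhibitors lower millipolarization by displacing the labeled peptide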
Target sequence (Q07817 whole entry, looked up): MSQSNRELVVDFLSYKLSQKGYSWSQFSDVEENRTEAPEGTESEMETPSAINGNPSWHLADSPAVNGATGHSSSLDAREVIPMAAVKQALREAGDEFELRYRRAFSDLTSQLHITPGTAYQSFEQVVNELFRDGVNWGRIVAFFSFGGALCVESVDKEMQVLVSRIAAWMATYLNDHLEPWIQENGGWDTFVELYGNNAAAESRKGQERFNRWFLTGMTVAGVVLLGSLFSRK
GRK2 aptamer HTS: compounds blocking aptamer binding on GRK2 – biochemical, human GRK2, bead flow cytometry, HTS, primary screen; FAM-aptamer displacement from GRK2; actives 0.59% (n = 330,000); Beta-adrenergic receptor kinase 1 (Homo sapiens), P25098; inhibition of aptamer binding, % at 10 µM;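 active = inhibition of aptamer binding above 40%, roughly 3 SD of noise, on plates passing a quality check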;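 also: median bead fluorescence of bound FAM aptamer so fluorescent compounds give negative values; no value below 0 was filed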
CR mimetic SO: reduction of superoxide in aged yeast, primary screen, HTS; S. cerevisiae aged cells, superoxide DHE fluorescence; stronger effect = lower value; superoxide response (% of plate mean), % at 10 µM; actives 0.18% (n = 330,000);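 active = superoxide response under a set limit, about three screen SD below normal, cut at about 65% in these data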;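 also: yeast aged for seven days with compound at 30 °C before DHE staining; 100% = average MFI of all compound-treated wells on the plate with controls excluded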
MEX-5 binding: MEX-5 zinc finger RNA-binding disruptors – biochemical, C. elegans, fluorescence polarization, MLPCN library, primary screen | actives 0.38% (n = 300,000) | MEX-5/FITC-TCR2 RNA binding; stronger effect = lower value | activity score (negative = inhibition of binding), % at 10 µM;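 active = inhibition past about -25% in most replicates, and total fluorescence under double the plate's negative control median, limit read from the data; inconclusive = replicates evenly split on the limit, or fluorescence at least double controls; inactive = too little inhibition in most replicates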;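 also: 0% = DMSO and -100% = 5 µM competing unlabeled TCR2 RNA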
Target sequence (Q9XUB2 whole entry, looked up): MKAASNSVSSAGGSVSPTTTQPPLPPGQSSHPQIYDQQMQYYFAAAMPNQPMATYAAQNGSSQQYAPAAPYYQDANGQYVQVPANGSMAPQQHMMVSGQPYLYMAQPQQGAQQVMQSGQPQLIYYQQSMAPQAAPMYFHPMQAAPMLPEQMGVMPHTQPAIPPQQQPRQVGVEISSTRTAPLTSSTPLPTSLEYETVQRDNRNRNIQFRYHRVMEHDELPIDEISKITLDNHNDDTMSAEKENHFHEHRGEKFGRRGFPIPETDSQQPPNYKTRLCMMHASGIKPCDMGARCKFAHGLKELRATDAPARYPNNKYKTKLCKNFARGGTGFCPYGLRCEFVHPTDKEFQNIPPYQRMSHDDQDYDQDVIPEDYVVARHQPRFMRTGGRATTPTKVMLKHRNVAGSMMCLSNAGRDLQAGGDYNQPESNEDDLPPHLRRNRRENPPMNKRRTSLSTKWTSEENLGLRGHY
VLA-4 inh: inhibition in human VLA-4 binding assay, primary screen, VLA-4 allosteric modulator project, MLPCN library, flow cytometry, VLA-4 expressing cells; actives 0.2% (n = 330,000); inhibition, % (about 7 µM as worked out from the volumes in the protocol); Integrin alpha-4 (Homo sapiens), P13612; ligand binding flow cytometry; AID 2557, 2010; in the data active = inhibition above about 50%
Starred values were filed as active, the others as inactive; ? = inconclusive; / = no result given; [ ] = remark or other dose.

SMILES	CIT2 TOR yeast	GLD-1 TGE inh	AGP1 TOR yeast	MCL1 BIM primary	BCLXL inh	GRK2 aptamer HTS	CR mimetic SO	MEX-5 binding	VLA-4 inh
CCN(CC)S(=O)(=O)c1ccc(NC(=O)Cn2c(=O)sc3ccccc32)cc1	91	-1	103	0	6	2	100	-2.6	3
CCCN(C(=O)/C=C/c1ccc(S(=O)(=O)N(CC)CC)cc1)C1CCS(=O)(=O)C1 (centres undefined)	105	-1	104	/	/	2	93	/	-1
Cc1nn(CC(=O)Nc2nccs2)c(C)c1[N+](=O)[O-]	106	-1	102	2	6	4	99	-0.5	-6
Cc1cc(Cl)ccc1C(=O)C1CCCN(C(=O)CCN2CCCO2)C1 (centres undefined)	95	5	103	3	4	2	100	-2.2	15
CC(C)CC(=O)NC(=S)Nc1cc(C(F)(F)F)ccc1N1CCOCC1	105	28	101	7	7	0	97	0.8	-2
O=C(NCC1CCCO1)C1CCN(C2CCN(C(=O)CC3CCCC3)CC2)CC1 (centres undefined)	99	9	106	2	5	0	100	-0.7	3
Nc1nonc1-c1nc2ccccc2n1CC(=O)N/N=C\c1ccc(-c2ccc(Cl)cc2)o1	90	0	104	-8	-2	0	107	3.8	11
COc1cccc(C(=O)Nc2cccc(-c3nc4ncccc4o3)c2C)c1	97	-2	100	4	5	1	90	-5.2	5
CCn1nc(C)c(/C=N/NC(=O)Cc2ccc(Cl)cc2)c1C	96	8	107	-2	22	1	84	1.9	0
Cc1ccc(-c2nnc(SCC(=O)Nc3sc(C)c(C)c3C#N)n2C)cc1	101	-11	99	-7	-9	0	122	-0.5	11
CC(C)C[C@H](NC(=O)N1CCn2c1nc1ccccc12)C(=O)N1CCCCC1	91	4	91	10	2	0	82	1.9	7
Cc1cn(C(=O)c2cccc(Br)c2)c(C)n1	88	1	98	4	5	0	91	-0.3	14
O=C(N/N=C/C(Cl)=C/c1ccc([N+](=O)[O-])cc1)C(=O)Nc1cccc(C(=O)O)c1	107	-3	104	6	5	0	86	-2.3	-6
C/C(=N\Nc1ncc(Cl)cc1Cl)c1cccs1	99	-3	95	4	3	0	134	0.1	7
Cc1ccc(-c2nnc(CSc3nc(C(C)C)nc4sc(C)c(C)c34)o2)cc1	95	0	80	4	6	1	98	-0.1	-5
COc1ccc(C2=NOC(C(=O)NCc3cccnc3)C2)cc1 (centres undefined)	?	-2	17[may fluoresce violet]	3	3	0	104	0.8	4
COC(=O)c1c(NC(=O)c2ccc(OC(C)C)cc2)sc2c1CC(C)(C)NC2(C)C	91	-3	101	9	1	2	105	0.1	22
CCOc1ccc2nc(SCC#N)c(C#N)cc2c1	98	8	101	11	24	13	74	-0.2	0
O=C(NNC(=O)c1ccc(Br)s1)c1cccc(Cl)c1	92	0	94	5	2	2	118	/	6
COc1cc(C(=O)NCC(=O)NCCN2C(=O)S/C(=C\c3ccc4c(c3)OCO4)C2=O)cc(OC)c1OC	91	13	102	-1	-1	2	121	0.8	3
CC(C)C1CC(C(F)(F)F)n2nc(C(=O)O)cc2N1 (centres undefined)	93	-4	91	14	10	2	86	0.1	3
COc1ccccc1N1CCN(CC(O)COc2ccc(C)c(C)c2)CC1 (centres undefined)	97	1	94	1	5	0	115	-0.2	-2
CC1CCN(C(=O)CCNC(=O)c2ccccc2Cl)CC1	100	-3	98	1	-3	1	98	-1.5	-6
COc1cccc(CNC(=O)CCC2CCCN(C(=O)c3ccc(F)c(Cl)c3)C2)c1 (centres undefined)	94	5	98	6	7	0	99	-0.3	12
COc1cc(CN(C)c2ncnc3sccc23)ccc1OC(F)F	108	-3	93	-10	-2	2	88	3.0	0
COc1ccccc1NC(=O)C1=C(C)NC(=O)NC1c1cccc(OC)c1OC (centres undefined)	91	3	87	9	8	1	103	1.5	4
COc1ccc(C(c2nnnn2C2CCCC2)N2CCC(C)CC2)c(OC)c1 (centres undefined)	102	-1	79	5	3	0	110	-2.1	21
O=C(NCC1CCCO1)c1c(O)nc2sccn2c1=O (centres undefined)	95	-1	109	0	5	0	92	-1.3	-3
O=C(CN(Cc1ccccc1)S(=O)(=O)c1ccccc1)N/N=C/c1ccccc1[N+](=O)[O-]	95	7	106	-5	1	0	83	-0.1	0
CCN1C(=O)[C@H]2[C@@H](c3ccc(-c4cccc(Cl)c4)c(OC)c3)N3CCC[C@@]3(C(=O)OC)[C@H]2C1=O	112	-5	110	/	/	0	96	/	-16
CCCn1c(N)c(C(=O)CSc2nnc3n2CCCCC3)c(=O)n(C)c1=O	100	3	99	-4	-4	0	92	/	10
CCOC(=O)c1cnc2nc(NCc3ccc(OC)c(OC)c3)[nH]n2c1=O	110	7	57	-7	2	2	93	1.6	-16
N#CCCn1c(SCC(=O)c2c[nH]c3ccccc23)nc2ccccc21	93	-10	100	-1	-6	0	100	0.4	9
COc1ccccc1N1CCN(C(=O)c2c(C)cc(=O)oc2C)CC1	93[may fluoresce red]	0	?	4	11	0	99	2.2	2
O=C(CCCCCN1C(=O)CCC1=O)NCc1ccccc1	105	0	101	6	5	1	83	-5.5	17
Oc1ccc(Cl)cc1C1=NCCNC(C(F)(F)C(F)F)=C1	/	0	102	4	5	0	100	2.7	0
C/C(=N/N1CCN(Cc2cccc3ccccc23)CC1)c1cccnc1	101	3	94	5	2	0	114	-1.4	-5
O=C(C[n+]1cc2ccccc2c2ccccc21)c1ccccc1	109	5	100	-1	0	0	90	2.5	-8
O=C(CCS(=O)(=O)c1ccc2c(c1)NC(=O)CS2)NCCc1ccccc1	99	-2	105	2	9	0	93	-0.1	-13
O=C(COC(=O)c1cc(=O)[nH]c(=O)[nH]1)Nc1cccc(S(=O)(=O)N2CCOCC2)c1	102	8	107	2	2	0	110	2.8	6

Random excerpt: 3 records from the list.
SMILES	CIT2 TOR yeast	GLD-1 TGE inh	AGP1 TOR yeast	MCL1 BIM primary	BCLXL inh	GRK2 aptamer HTS	CR mimetic SO	MEX-5 binding	VLA-4 inh
COc1cc(CN(C)c2ncnc3sccc23)ccc1OC(F)F	108	-3	93	-10	-2	2	88	3.0	0
CC(C)C1CC(C(F)(F)F)n2nc(C(=O)O)cc2N1 (centres undefined)	93	-4	91	14	10	2	86	0.1	3
CCCn1c(N)c(C(=O)CSc2nnc3n2CCCCC3)c(=O)n(C)c1=O	100	3	99	-4	-4	0	92	/	10

Following part:
SMILES	CIT2 TOR yeast	GLD-1 TGE inh	AGP1 TOR yeast	MCL1 BIM primary	BCLXL inh	GRK2 aptamer HTS	CR mimetic SO	MEX-5 binding	VLA-4 inh
O=C(NCCn1cccn1)C1CCC(=O)N(CCc2ccccc2)C1 (centres undefined)	97	6	98	7	-2	0	95	2.3	-4
CCCCNc1c([N+](=O)[O-])cc(C)cc1[N+](=O)[O-]	107	5	97	6	2	1	104	-1.3	5
Cc1cccc(NC(=S)N2CCC(NC(=O)C3CCCCC3)CC2)c1	104	2	99	13	6	6	107	1.5	-3
CCOc1ccc(S(=O)(=O)NCc2ccncc2)cc1NC(=O)c1ccccc1	97	0	107	2	1	3	97	-0.1	-9
CSc1cccc(NC(=S)N(Cc2ccc(C)cc2)Cc2ccccn2)c1	102	3	101	4	7	1	93	0.2	5
CCCOc1ccc(CNC(=O)Cn2c(=O)oc3ccccc32)cc1	97	3	91	1	0	4	117	0.5	9
Cc1onc(-c2ccccc2Cl)c1C(=O)NCCCc1ccccc1	94	-5	96	-2	-6	0	102	-2.0	-1
COc1ccc(S(=O)(=O)N2CCCOC2CNC(=O)C(=O)NC2CCCC2)cc1 (centres undefined)	105	2	101	8	5	0	92	-1.2	0
CCc1nnc(NC(=O)CSc2nnc(-c3ccccc3O)o2)s1	102	-3	101	11	1	1	92	-1.0	-2
Cc1cc2cc(CCNC(=O)C(C)C)c(=O)[nH]c2cc1C	101	0	108	4	-2	2	101	-2.0	11
O=C(CSc1nc2sc3c(c2c(=O)n1-c1ccccc1)CCCC3)N/N=C/c1ccc(C(=O)O)cc1	106	-6	106	4	1	4	117	-0.5	-98
Cc1ccc(C(=O)NC2CCN(CCCC(=O)c3ccc(F)cc3)CC2)cc1	98	6	104	9	7	0	92	-2.6	4
Cc1nc(-c2cccc(NC(=O)C3CCCCC3)c2)cs1	102	4	100	7	-4	0	71	-3.6	11
O=C(O)c1c(-c2ccccc2)c(-c2ccccc2)nc2ccccc12	101	-4	97	-6	1	1	99	0.2	4
O=C(Nc1ccnn1C1CCN(C(=O)Cc2ccccc2F)CC1)C1CC1	/	3	91	3	4	6	96	-1.1	-12
CCN1CCN(C(=S)Nc2cc(S(=O)(=O)N(CC)CC)ccc2C)CC1	92	0	100	7	3	0	69	1.1	39
CC(C)(C)C1CCc2c(sc3ncn(N)c(=N)c23)C1 (centres undefined)	97	8	108	3	-2	0	100	3.3	4
CCCCC1CCC(/C(N)=N/O)CC1 (centres undefined)	108	1	105	1	1	4	102	-2.0	-1
COCc1cc(C)nc2sc(C(=O)NC3CCCCC3)c(N)c12	88	5	88	3	9	0	115	1.9	-5
CCCCCCNC(=O)C(C(=O)OCC)C1CCCCC1 (centres undefined)	83	-3	92	0	5	3	105	-0.7	-3
Cc1cc(C)nc(Nc2nc3ccccc3s2)n1	99	6	100	0	2	2	109	-2.8	9
Cc1ccc(Nc2nc(N)c([N+](=O)[O-])c(N3CCOCC3)n2)cc1	118	14	22	18	6	5	91	1.8	3
CN(Cc1ccccc1)C(=O)c1ccc(NC(=O)Cc2cccc(NC(=O)C3CCN(C(=O)C4CC4)CC3)c2)cc1	96	1	93	1	1	0	117	/	8
O=C(NCc1ccc(OC(F)(F)F)cc1)C1CC(c2ccccc2C(F)(F)F)=NO1 (centres undefined)	74	3	79	8	3	2	102	-0.4	3
c1ccc(-c2nc(CSc3nnc(-c4cccs4)o3)cs2)cc1	96	3	99	-3	-7	0	101	2.4	-3
CC(C)CC(NC(N)=O)C(=O)Nc1ccc2c(c1)OCO2 (centres undefined)	100	2	99	3	2	0	104	-1.3	3
C#CCOCCOCCOCCNc1nc(N2CCN(C(=O)CCCCCCCCCCNC(=O)[C@H](CCCN=C(N)N)n3cc(C[C@@H](C)CC)nn3)CC2)nc(N2CCN(C(=O)CCCCCCCCCCNC(=O)[C@@H]([C@H](C)CC)n3cc(CCCCCN)nn3)CC2)n1	76	5	83	-13	-7	0	103	/	-12
Cc1ccccc1S(=O)(=O)c1c(C)cc(C)n(CC(C)C)c1=O	/	6	100	-1	-2	5	108	0.5	16
Cc1ccc(-n2c(COc3c(C)cccc3C)nnc2SCC(=O)Nc2nccs2)cc1	103	9	33	4	-3	0	108	-1.0	9
COC(=O)c1[nH]c2cccc(Cl)c2c1NC(=O)CN(C)C1CCCCC1	95	18	104	-2	0	2	101	/	27
Cc1cc(C)n(CC(C)(O)c2ccccc2)n1 (centres undefined)	91	7	90	-1	-1	3	93	-0.1	-1
